PAD4 inh: PAD4 (human) enzyme inhibition; 330,000 tested, 0.41% active; inhibition, % at 6.36 µM; Q9UM07; recombinant PAD4, RCA probe fluorescence polarization; AID 485272;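 active = percent inhibition above a cutoff equal to the mean of all tested compounds plus 3 SD, cut at about 15% in these data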;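 also: 0% = PAD4 with RCA probe and DMSO and 100% = probe without PAD4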
pPAFAH FP inh: inhibitors of human plasma PAF acetylhydrolase (pPAFAH) | 330,000 tested, 1.5% active | inhibition, % at 3.39 µM | recombinant pPAFAH, FP-rhodamine probe fluorescence polarization | AID 463082 | Q13093;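 active = inhibition above the mean inhibition across the screen plus 3 SD, cut at about 25% in these data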;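 also: inhibitors block binding of the rhodamine activity-based probe so polarization drops; 0% = enzyme with DMSO and 100% = wells lacking pPAFAH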
LYPLA1 counter: LYPLA1 (human) inhibition in PME1 counter-screen; inhibition, % at 5.9 µM; recombinant LYPLA1, FP-Rh probe fluorescence polarization; AID 2174; 320,000 tested, 0.16% active; O75608;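 active = inhibition above the mean of all tested compounds plus 3 SD, set per campaign, cut at about 14% in these data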;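 also: inhibitors block serine hydrolase probe labeling of LYPLA1 so polarization falls; 0% = enzyme with DMSO and 100% = wells lacking LYPLA1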
Target sequence (O75608 whole entry, looked up): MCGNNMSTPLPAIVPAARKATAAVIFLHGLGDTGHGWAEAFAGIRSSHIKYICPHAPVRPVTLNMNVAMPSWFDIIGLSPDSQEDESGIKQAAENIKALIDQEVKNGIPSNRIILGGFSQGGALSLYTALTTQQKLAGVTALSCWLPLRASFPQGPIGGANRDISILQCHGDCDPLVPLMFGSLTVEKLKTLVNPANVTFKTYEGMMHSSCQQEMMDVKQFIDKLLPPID
PAFAH2 FP inh: inhibitors of human PAFAH2; 340,000 tested, 0.99% active; Q99487; recombinant PAFAH2, FP-rhodamine activity probe, fluorescence polarization; inhibition, % at 3.39 µM;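 active = inhibition above the mean over all tested compounds plus 3 SD, cut at about 30% in these data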;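 also: inhibitors block probe labeling of enzyme so polarization drops; 0% = enzyme with DMSO and 100% = wells lacking PAFAH2 protein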
PME-1 inh: PME-1 (human) inhibition; recombinant PME-1, FP-Rh probe fluorescence polarization; inhibition, % at 5.9 µM; 320,000 tested, 0.53% active;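 active = inhibition above the campaign mean of all compounds plus 3 SD, cut at about 26% in these data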;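 also: competitive labeling of PME-1 active site by serine hydrolase directed probe; 0% = PME-1 with DMSO and 100% = wells lacking PME-1 enzyme; inhibitors block probe labeling so polarization falls and inhibition rises; many of its hits are not listed in these tables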
Fam108B counter: counter-screen for RBBP9 inhibitors: inhibitors of mouse Fam108B | recombinant Fam108B, FP-Rh probe fluorescence polarization | 300,000 tested, 0.33% active | inhibition, % at 9.51 µM;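 active = inhibition above the screen mean inhibition plus 3 SD, computed separately per campaign, cut at about 18% in these data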;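 also: inhibitors lower polarization as less probe binds the enzyme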
GSTO1 counter: GSTO1 inhibition, counter-screen for RBBP9 inhibitors; inhibition, % at 5.96 µM; recombinant GSTO1, activity-based probe fluorescence polarization; 300,000 tested, 1.1% active; P78417;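 active = inhibition above the campaign mean inhibition plus 3 SD, cut at about 35% in these data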;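 also: 0% = GSTO1-1 with DMSO and 100% = wells lacking GSTO1-1 enzyme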
Target sequence (P78417 whole entry, looked up): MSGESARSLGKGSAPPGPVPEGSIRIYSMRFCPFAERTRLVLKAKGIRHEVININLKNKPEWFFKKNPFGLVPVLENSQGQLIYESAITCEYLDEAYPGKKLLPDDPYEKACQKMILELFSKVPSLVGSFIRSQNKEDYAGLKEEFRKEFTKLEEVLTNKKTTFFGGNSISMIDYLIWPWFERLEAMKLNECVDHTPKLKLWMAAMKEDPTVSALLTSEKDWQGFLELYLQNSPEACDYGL
PAFAH1B3 inh: blocks human PAF acetylhydrolase 1B catalytic subunit 3; Q15102; recombinant PAFAH1B3, FP-rhodamine probe, fluorescence polarization; inhibition, % at 3.39 µM; 340,000 tested, 0.28% active; AID 492972;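 active = inhibition above the screen-wide average of all tested compounds plus 3 SD, cut at about 25% in these data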;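 also: 0% = enzyme with DMSO only and 100% = wells lacking PAFAH1B3 protein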
Target sequence (Q15102 whole entry, looked up): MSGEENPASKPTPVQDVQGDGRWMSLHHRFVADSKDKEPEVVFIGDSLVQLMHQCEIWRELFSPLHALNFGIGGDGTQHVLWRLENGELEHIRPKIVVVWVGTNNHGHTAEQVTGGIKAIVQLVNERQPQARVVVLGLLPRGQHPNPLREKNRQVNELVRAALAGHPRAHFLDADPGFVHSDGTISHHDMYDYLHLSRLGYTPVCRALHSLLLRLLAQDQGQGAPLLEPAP
PAFAH1B2 inh: inhibitors of human PAFAH1B2; recombinant PAFAH1B2, FP-rhodamine activity probe, fluorescence polarization; P68402; inhibition, % at 3.39 µM; 340,000 tested, 1.2% active; AID 492953;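 active = inhibition above the mean of all tested compounds plus 3 SD, cut at about 24% in these data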;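 also: 0% = enzyme with DMSO and 100% = wells lacking PAFAH1B2; many of its hits are not listed in these tables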
Target sequence (P68402 whole entry, looked up): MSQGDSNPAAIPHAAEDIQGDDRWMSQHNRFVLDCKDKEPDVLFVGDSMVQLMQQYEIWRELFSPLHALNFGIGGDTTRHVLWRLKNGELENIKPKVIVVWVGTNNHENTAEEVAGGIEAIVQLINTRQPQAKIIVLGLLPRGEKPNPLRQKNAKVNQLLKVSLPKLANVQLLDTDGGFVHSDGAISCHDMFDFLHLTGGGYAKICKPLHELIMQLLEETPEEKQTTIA
* = called active by the depositor; . = not tested or not shown.

SMILES	PAD4 inh	pPAFAH FP inh	LYPLA1 counter	PAFAH2 FP inh	PME-1 inh	Fam108B counter	GSTO1 counter	PAFAH1B3 inh	PAFAH1B2 inh
CCCCCCSc1ccc([C@H]2N[C@@](CC(C)C)(C(=O)OC)[C@H]3C(=O)N(C)C(=O)[C@@H]23)cc1	0	10	-2	-1	-3	1	4	-3	2
COc1ccc(N(CC(=O)NCCC2=CCCCC2)S(=O)(=O)c2c(C)[nH]c(=O)[nH]c2=O)cc1	-2	5	5	-5	-2	3	10	0	8
O=C(O)C1CC1c1ccc(Br)cc1 (stereo not drawn)	2	-2	-1	2	-2	0	9	4	9
COc1ccc(S(=O)(=O)N2CCC(C(=O)Nc3nccs3)CC2)cc1	2	-1	-4	3	2	1	-3	4	1
CC1CCN(C(=O)COC(=O)c2cccc(S(=O)(=O)N(C)c3ccccc3)c2)CC1	-2	1	-2	8	11	.	.	0	3
CN(CC(=O)NCc1ccncc1)S(=O)(=O)c1ccc(Br)cc1	-2	-2	-4	1	-12	3	-5	5	2
Cc1cc(=O)[nH]c(SCC(=O)N2CCN(C(c3ccccc3)c3ccccc3)CC2)n1	9	0	-2	5	3	0	7	-1	5
NCCCC[C@@H](C(=O)N1CCNCC1)n1cc([C@@H](N)CO)nn1	4	-2	4	-5	-5	-2	4	9	-3
O=C(CNC(=O)C(c1ccccc1)c1ccccc1)N/N=C/c1ccc(O)cc1O	0	-1	-2	7	-5	7	-6	1	4
CC1CCC(NC(=O)C2CCN(S(=O)(=O)c3cccc4nonc34)CC2)CC1 (stereo not drawn)	1	7	1	-6	-3	0	6	8	13
COc1cc(C(CCN2CCN(c3ccccc3)CC2)c2c(OC)cc(OC)c3c(C)cc(=O)oc23)cc(OC)c1OC (stereo not drawn)	3	5	-2	6	1	-3	1	3	-5
COc1cc(CN(C2CCCCC2C)S(=O)(=O)c2ccc(S(=O)(=O)NC3CC3)cc2)cc(OC)c1OC (stereo not drawn)	0	5	-5	-4	3	4	-4	6	1
Cc1ccc(NC(=O)C2CC(=O)N(CCc3ccccc3)C2)cc1Cl (stereo not drawn)	0	-2	-2	4	4	.	.	5	-1
COc1ccc(C(=O)COC(=O)c2cncc(Br)c2)cc1	-3	3	-3	-3	-8	.	.	4	0
Cc1cc(=O)[nH]c(SCC(=O)C23CC4CC(CC(C4)C2)C3)c1C#N	1	13	-3	49*	10	1	12	8	63*
COc1ccc(S(=O)(=O)N(CCc2ccccc2)CC(=O)N2CCOCC2)cc1	-4	1	3	7	-12	0	-1	1	4
CCOC(=O)c1c(CN2CCN(CC#N)CC2)n(C)c2cc(Br)c(OC)cc12	-3	-6	-6	5	-3	-4	0	-4	7
O=C(Nc1cc(S(=O)(=O)N2CCCCC2)ccc1Cl)c1ccccc1NS(=O)(=O)c1ccc(F)cc1	-2	22	-12	2	-5	4	-40	18	30*
O=C(NCCC1=CCCCC1)C1CCCN(S(=O)(=O)c2cccnc2)C1 (stereo not drawn)	4	1	4	1	1	-3	5	-1	19
COc1ccc(N2CCN(C(=O)CSc3nnc4nc(C)cc(C)n34)CC2)cc1	0	4	4	3	1	-2	4	3	-3
Cc1cc(C)c(NC(=O)Cn2c([N+](=O)[O-])cnc2C)c(C)c1	2	3	0	0	-8	-3	-18	5	3
Cc1ccc(C(=O)Nc2ccccc2C(=O)N2CCCCCC2)cc1	0	0	2	9	-3	1	-8	3	4
CC(=O)NC(=O)NC1OC(=O)C(Cl)=C1Cl (stereo not drawn)	-1	-1	4	-5	-1	4	6	6	-3
CCOc1cc(N2CCOCC2)c(OCC)cc1NC(=O)Cc1cccc2ccccc12	4	10	2	5	1	0	3	6	4

Three entries from above, arranged by molar mass, smallest number first.
SMILES	PAD4 inh	pPAFAH FP inh	LYPLA1 counter	PAFAH2 FP inh	PME-1 inh	Fam108B counter	GSTO1 counter	PAFAH1B3 inh	PAFAH1B2 inh
Cc1cc(C)c(NC(=O)Cn2c([N+](=O)[O-])cnc2C)c(C)c1	2	3	0	0	-8	-3	-18	5	3
Cc1cc(=O)[nH]c(SCC(=O)C23CC4CC(CC(C4)C2)C3)c1C#N	1	13	-3	49*	10	1	12	8	63*
COc1cc(C(CCN2CCN(c3ccccc3)CC2)c2c(OC)cc(OC)c3c(C)cc(=O)oc23)cc(OC)c1OC (stereo not drawn)	3	5	-2	6	1	-3	1	3	-5

Additional results:
SMILES	PAD4 inh	pPAFAH FP inh	LYPLA1 counter	PAFAH2 FP inh	PME-1 inh	Fam108B counter	GSTO1 counter	PAFAH1B3 inh	PAFAH1B2 inh
CCCCCCCN(C(=O)CCl)c1cccc(C)c1	2	5	0	7	-4	0	97*	7	-1
c1ccc(CN2CCC(Nc3nc(-c4cccnc4)nc4ccccc34)CC2)cc1	4	-4	1	1	5	-3	-4	4	4
OC1(c2cccc(C(F)(F)F)c2)CCN(Cc2nnnn2CCc2ccccc2)CC1	3	10	0	7	-5	4	-30	-2	9
COc1cccc(C(=O)N2CCC(n3nccc3NC(=O)C(OC)c3ccccc3)CC2)c1 (stereo not drawn)	1	-3	0	0	7	-1	4	7	6
Cc1ccc(C(=O)/C=C/c2cn(CN3CCN(C)CC3)c3ccccc23)cc1	0	16	-3	-3	6	0	-4	3	0
COc1cccc(CNC(=O)CCCCCn2c(=S)[nH]c3ccc(N4CCOCC4)cc3c2=O)c1	-4	9	-3	.	6	1	-4	.	.
CS(=O)(=O)N(CC(=O)N1CCCC1)c1ccc(Cl)cc1Cl	-4	3	-4	1	0	2	-2	7	1
COC(=O)Cn1c(C)c(C(C)=O)c(C(C)=O)c1C	3	5	2	2	1	6	4	12	-1
Cc1ccc2c(Cl)cc(Cl)c(OCC(=O)Nc3cccc(S(N)(=O)=O)c3)c2n1	-2	2	-4	-2	-7	-7	-3	-3	2
CCc1nc2ccccc2n1CCc1ccccc1	2	3	-3	-2	5	3	-3	-3	4
Cc1cc(C)c(N2C(=NC(=O)CCCC(=O)O)SC3CS(=O)(=O)CC32)c(C)c1 (stereo not drawn)	-3	-1	0	-10	2	-4	1	1	2
c1ccc(CCC2Cc3ccccc3N2)cc1 (stereo not drawn)	4	3	-1	3	6	.	.	6	8
CCOc1ccccc1OCC(=O)OCc1csc(CC(=O)Nc2ccccc2C)n1	-6	6	0	-2	1	-1	6	1	-1
O=C(N/N=C/c1ccccc1C(F)(F)F)c1ccc2nc[nH]c2c1	-1	-6	-3	0	4	-4	-8	7	0
COCCN(C(=S)Nc1ccc(C)cc1C)C(C)c1ccco1 (stereo not drawn)	-4	3	2	5	-1	0	0	9	9
O=C(O)CONC(=O)c1cc(OCC(F)(F)F)ccc1OCC(F)(F)F	-6	-1	2	11	0	5	1	11	5
C=CCC[C@@H](Cc1ccc(F)cc1)C(=O)OC[C@H](Cc1c[nH]c2ccccc12)NC(=O)[C@H](CC=C)CC(=O)N(CCO)Cc1ccccc1	-2	7	.	-4	.	.	.	-3	-1
CCc1ccc(-c2ccc(C(=O)C(F)(F)F)[nH]2)cc1	-2	0	-2	1	-2	-1	3	5	4
CN(C)S(=O)(=O)c1ccc(C(=O)/C=C/c2cccnc2)cc1	-1	-2	-4	12	-1	0	3	2	-1
COc1cc(OC)cc(C(=O)NCc2cc(C)nc3ccccc23)c1	1	-2	-4	5	-6	-1	2	3	0
O=C(Cn1cnc2sc(-c3ccccc3)cc2c1=O)NCc1ccco1	-7	7	-9	2	-51	-33	-2	5	-4
C/C(Sc1nnc(Cc2ccccc2)o1)=C(/O)c1ccccc1	3	-2	2	-4	1	1	3	-3	-3
CC(C)(C)C1=C(C#N)C(c2cc3c(cc2Br)OCO3)C(C#N)=C(N)O1 (stereo not drawn)	-6	5	0	3	-1	1	0	6	2
CCN(C(=S)Nc1ccc(C(C)=O)cc1)C1CCCCC1	1	1	-2	5	1	5	10	-4	3
O=C(/C=C/c1ccc(Cl)cc1)Nc1ccc(Br)cn1	0	4	-1	-2	-5	-4	9	4	1
COc1ccc(NS(=O)(=O)c2ccc(Br)cc2)cn1	-1	6	3	-5	-8	1	0	12	23
COc1cccc(NC(=O)COC(=O)c2ccccc2C(=O)N(C)c2ccccc2)c1	3	4	2	71*	5	.	.	3	0
O=C(O)c1cnn(-c2ccccc2)c1-n1cccc1	-2	0	-3	-1	-3	-1	-2	7	9
O=C(CN1C(=O)C2C3C=CC(C3)C2C1=O)NCCc1ccccc1 (stereo not drawn)	-7	-2	0	-3	-7	-2	-1	2	2
O=C1CC2(CCCCCC2)Oc2ccccc21	8	2	5	-4	0	-3	12	5	3
COc1ccc(NC(=O)c2ccc3ccccc3c2)cc1	-6	-4	3	7	-5	-7	3	8	3
O=C(C1CCCN1C(=O)c1cccs1)N1CCc2ccccc21 (stereo not drawn)	-2	-1	1	-8	0	1	3	3	-1
CCOC(=O)c1cc2sccc2n1CC(=O)N1CCCc2ccccc21	-2	-4	-2	-10	5	-3	-3	1	1
O=C1N/C(=N\N=C\c2cccs2)SC1Cc1ccc(Cl)cc1Cl (stereo not drawn)	1	5	2	-3	6	-2	4	4	-1
c1ccc2ncccc2c1	-7	-3	.	7	.	.	.	11	5
CCOc1ccc(C2CC(c3cccc(Cl)c3)n3nc(N)nc3N2)cc1 (stereo not drawn)	2	-3	2	1	4	-1	-2	5	2
Cc1ccc2c(c1)N(C(=O)CCC(=O)N1CCN(c3ccccc3)CC1)CCO2	-3	8	-4	-2	-1	-1	6	0	2
COc1ccc(/C=C/C(=O)C2(O)CCCCC2)cc1	-1	2	1	-3	4	0	-10	3	-2
CCc1cccc(NC(=O)C2CCCN2S(=O)(=O)c2ccc3c(c2)CC(C)N3C(C)=O)c1 (stereo not drawn)	-4	-1	1	-9	-3	7	-2	6	12
COc1ccc(N(CC2CO2)S(=O)(=O)c2ccc(C)cc2)cc1 (stereo not drawn)	1	-4	-1	-5	-3	2	81*	-4	8
CSCCC(NS(=O)(=O)c1ccc(Cl)cc1)C(=O)OCC(=O)NC1CC1 (stereo not drawn)	2	1	-2	13	-7	-1	3	1	9
O=C1CN(C(=O)COC(=O)CCS(=O)(=O)c2ccccc2Cl)c2ccccc2N1	-2	21	.	1	.	.	.	5	-6
O=C(Nc1ccccc1)C1CCN(c2nccs2)CC1	0	5	0	-1	1	3	1	5	5
CCCn1c(C(O)c2ccc(OCC)cc2)nc2ccccc21 (stereo not drawn)	-4	-4	-1	0	-2	-3	0	1	0
COc1ccc(CNC(C)(C)C)cc1Cl	-4	4	2	-1	4	4	0	10	0
c1nc(N2CCCC2)c2[nH]cnc2n1	-5	-4	-2	0	-4	2	-1	-2	2
COc1cccc(C2=CC(c3ccc(OC)c(OC)c3OC)n3nnnc3N2)c1 (stereo not drawn)	3	3	3	0	14	0	4	7	0
Cc1ccc2c(Cl)c(C(=O)Nc3nn[nH]n3)sc2c1	4	4	-4	.	-7	-3	20	.	.
C=CCNc1nc(Nc2ccc(-c3nc4ccccc4o3)cc2)nc(N2CCOCC2)n1	-2	-11	-19	-15	-27	-16	-5	2	-2
O=C(NNC(=S)NC(=O)c1ccccc1[N+](=O)[O-])c1ccccc1	-5	2	-3	1	0	-4	16	8	-2
COC(=O)c1ccccc1S(=O)(=O)N1CCCC(c2nc3c(nnn3Cc3ccc(C)cc3)c(=O)[nH]2)C1 (stereo not drawn)	0	3	0	10	24	-1	11	6	5
CCc1ccc(OC(C)C(=O)Nc2ccc(S(=O)(=O)Nc3nccs3)cc2)cc1 (stereo not drawn)	4	11	5	1	3	3	-4	13	4

Not all compounds are listed, so the mix of outcomes need not match the whole.
